# High-throughput results from PubChem BioAssay.
# T cell modulator – modulators of CD8 T cell-vesicle binding, primary screen, mouse 2C CD8+ T cells, flow cytometry; 2C CD8+ T cell-vesicle binding; active compounds read low; calls only at 7 µM; 330,000 tested, 0.068% active;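 active = response, share of CD8 T cells binding vesicles, and their 90th percentile fluorescence all below set limits, cut at about 80% in these data, passing the limit was not always enough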
#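 Material: murine 2C transgenic CD8+ T lymphocytes / Also added: QL9-peptide-loaded Drosophila micro-vesicles bearing Ld, ICAM-1 and B7-1 / Schedule: binding step 1.5 h, 37 °C, antibody labelling 20 min, ice / Signal: flow cytometry, PE anti-B7-1 (FL2) versus Alexa647 anti-CD8 (FL8), PFA-fixed / Evaluation: percent CD8+ FL2 mean versus row control / Benchmarks: naked versus QL9-loaded vesicles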
# PMI inhibitors – inhibitors of human PMI, primary screen, biochemical, fluorescence intensity, coupled assay (AID 1209). Mannose-6-phosphate isomerase (Homo sapiens). purified PMI enzyme, coupled fluorescence intensity; higher % means a stronger effect. inhibition, % at 20 µM; hits with a dose series show IC50 in µM. 190,000 tested, 0.42% active;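 also: plate controls were DMSO vehicle for no effect and wells lacking substrate for full effect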
# P. falciparum M17LAP – P. falciparum M17LAP inhibitors, primary screen, biochemical, fluorogenic H-Leu-NHMec substrate, 1536-well (AID 1619); Leucine aminopeptidase (Plasmodium falciparum (isolate 3D7)); recombinant M17LAP, H-Leu-NHMec fluorogenic kinetic assay; higher % means a stronger effect; inhibition, % at 30 µM; hits with a dose series show IC50 in µM; 220,000 tested, 0.38% active;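 active = compound inhibiting the enzyme by more than half at any dose during confirmatory dose-response retesting; inconclusive = strong single-dose inhibitors picked by rank but not retested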;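 also: plate controls were full reaction with DMSO carrier for no effect and no enzyme background for full effect; strong numbers were not always called active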
# P. falciparum M1AAP – P. falciparum M1AAP inhibitors, biochemical, fluorogenic H-Leu-NHMec substrate, 1536-well (AID 1445); Aminopeptidase N (Plasmodium falciparum (isolate 3D7)); recombinant M1AAP, H-Leu-NHMec fluorogenic kinetic assay; higher % means a stronger effect; one-dose inhibition, % at 30 µM; IC50 in µM for titrated hits; 220,000 tested, 0.42% active;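 active = primary inhibition above the hit cutoff, then over 50% inhibition at one or more dose response concentrations, cut at about 23% in these data, passing the limit was not always enough; inconclusive = conflicting primary data, or primary hits not chosen for dose response; inactive = low primary inhibition, or under 50% at every dose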;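 also: plate controls were DMSO full reaction for no effect and no enzyme background for full effect; strong numbers were not always called active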
# West Nile virus CPE – West Nile virus antiviral activity, cell-based, CPE readout (AID 1621) | West Nile virus-infected cells, CPE inhibition; higher % means a stronger effect | CPE inhibition, % at 10 µM; hits with a dose series show IC50 in µM | 290,000 tested, 0.02% active; in the data active = a potency from the dose series; inconclusive = CPE inhibition mostly from about 3.7% at the one dose, without a potency; inactive = the rest, 99 in 100 with CPE inhibition below about 2.2%; also: strong numbers were not always called active
# UTI89 phage lysis – inhibition of K1F phage lysis, E. coli UTI89, bacterial capsule biogenesis inhibitors, alamar blue (AID 488966). E. coli UTI89 K1F phage lysis, alamar blue, 2 h; higher % means a stronger effect. one-dose inhibition, % at 100 µM; IC50 in µM for titrated hits. 340,000 tested, 0.02% active;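 active = phage lysis inhibition, versus mean bacterial control, above a set limit; inconclusive = no clear call, values can overlap the other calls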;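 also: capsule biogenesis inhibitors block K1F phage lysis so surviving cells raise fluorescence; higher fluorescence means more inhibition of phage lysis; actives were called in the ten point dose series up to 300 µM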
# RSV CPE inhibition – RSV antiviral activity via CPE protection, HEp-2 cells, primary 10 µM value included (AID 2391). 310,000 tested, 0.13% active. HEp-2 cells, RSV-induced CPE inhibition; higher % means a stronger effect. CPE inhibition, % at 10 µM, or IC50 in µM where a hit was titrated; in the data active = a potency from the dose series; inconclusive = CPE inhibition mostly from about 23% at the one dose, without a potency; inactive = the rest, 99 in 100 with CPE inhibition below about 21%; also: strong numbers were not always called active
# TNAP activators – human TNAP enzyme activators, primary screen, biochemical, luminescent, no phosphate acceptor, uHTS (AID 1001); Alkaline phosphatase, tissue-nonspecific isozyme (Homo sapiens); purified TNAP, luminescent activation assay, no phosphate acceptor; higher activation fold means a stronger effect; activation fold at 20 µM; hits with a dose series show EC50 in µM; 200,000 tested, 0.03% active; in the data active = activation fold from about 3, or a potency from the dose series; inactive = the rest, 99 in 100 with activation fold below about 1.6; also: many of its hits are not listed in these tables
# human PMI inhibitors – human PMI inhibitors, high substrate, primary screen, biochemical, fluorescence intensity, high mannose 6-phosphate (AID 1220) | Mannose-6-phosphate isomerase (Homo sapiens) | recombinant PMI enzyme, coupled fluorescence intensity; higher % means a stronger effect | inhibition, % at 20 µM, or IC50 in µM where a hit was titrated | 190,000 tested, 0.66% active
# T cell modulator vesicle-bound % – second read-out of T cell modulator, no call of its own (marks repeat the call); double positive events, %; measured here: CD8+ vesicle-bound cell fraction;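 binding gate set so that unloaded-vesicle control wells show 10% double positive cells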
# * hit, by the source's call; i = inactive; u = inconclusive; x = not tested or not shown; [ ] = dose if it differs, or a comment. Rule as the data show it, unless noted: active = inhibition above about 50%; inactive = the rest.
SMILES,T cell modulator,T cell modulator vesicle-bound %,PMI inhibitors,P. falciparum M17LAP,P. falciparum M1AAP,West Nile virus CPE,UTI89 phage lysis,RSV CPE inhibition,TNAP activators,human PMI inhibitors
CNCCC1Sc2ccccc2Oc2ccccc21 (stereo not drawn),i,44,4%,3%,-1%,-1.5%,-1.1%,-1.2%,1.1,0%
N#Cc1cccc(NC(=O)C2SC(=Nc3ccccc3)C(C(=O)N3CCOCC3)=C2N)c1 (stereo not drawn),i,46,4%,1%,9%,2.5%,2.5%,3.4%,1,4%
N#Cc1c(-c2ccco2)cc(C2CC2)nc1N,i,44,-13%,-6%,7%,0.5%,0.4%,3.4%,1.1,-7%
COc1ccc(C(=O)NCc2cnn(C)c2C)cc1OC1CCN(C(C)C)CC1,i,68,x,x,x,-0.2%,0.2%,-0.4%,x,x
Cc1ccc(NC(Cc2cc(C)no2)c2ccccc2)cc1 (stereo not drawn),i,51,16%,1%,9%,-1.5%,0.8%,-1.0%,1.1,24%
COC(=O)C1=C(CS(=O)(=O)c2ccc(C)cc2)NC(=O)NC1c1ccc(OC)c(OC)c1 (stereo not drawn),i,46,x,x,x,-0.1%,0.1%,1.1%,x,x
CCCOc1ccc(S(=O)(=O)NNC(=O)c2cc3ccccc3o2)cc1,i,54,-5%,2%,-2%,-0.4%,0.6%,0.2%,0.9,0%
Cc1ccc(-n2c(SCc3nnc4n3CCC4)nnc2-c2ccccc2)cc1,i,31,-2%,6%,-3%,0.1%,-0.4%,1.3%,1.1,-1%
CC(C)n1c(N2CCCC2)nc2c1c(=O)[nH]c(=O)n2C,i,43,x,x,x,0.3%,0.1%,0.7%,x,x
Clc1ccccc1OCCCOc1cccc2cccnc12,i,54,x,x,x,-2.1%,0.8%,u,x,x
CCNC(=S)N(CCCN(C)C)Cc1cc2cc3c(cc2[nH]c1=O)OCCO3,i,57,x,x,x,-0.1%,-0.2%,0.1%,x,x
CCC(=O)Nc1cccc(-n2nnnc2SCC(=O)c2ccc(C)c(C)c2)c1,i,49,17%,1%,12%,-1.6%,0.3%,12%,1.2,7%
COc1ccc(/C=C2\SC(=S)N(CCC(=O)Nc3ccc(C(=O)O)cc3)C2=O)cc1,i,35,x,x,x,-1.1%,-0.1%,-0.3%,x,x
CC1=CC(C2CC(=O)N(c3ccccc3C)C2=O)CC2C(=O)N(c3ccccc3C)C(=O)C12 (stereo not drawn),i,39,-2%,4%,7%,-0.1%,3.6%,1.8%,1.1,2%
COc1ccc(S(=O)(=O)N2CCC(C(=O)Nc3ccccc3N3CCCC3)CC2)cc1OC,i,15,x,x,x,-0.8%,-0.6%[50 µM],8.0%,x,x
COc1ccc(CNC(=S)NCc2ccc(OC(C)C)cc2)cc1,i,45,12%,14%,0%,0.2%,0.1%,3.5%,1,10%
O=S1(=O)CCOC[C@H](Cc2ccccc2)N1Cc1ccccc1F,i,23,x,x,x,0.1%,0.2%,-0.5%,x,x
CC(C)CC(=O)NC(c1ccccc1)c1c(O)ccc2ccccc12 (stereo not drawn),i,44,x,x,x,-1.2%,-0.2%,1.6%,x,x
O=C(Nc1nnc(C2CC2)s1)C1CC(=O)N(c2ccc3c(c2)OCCO3)C1 (stereo not drawn),i,10,7%,-6%,0%,-0.5%,0.4%[50 µM],3.0%,1.1,-3%
O=c1c2ccccc2nc(/C=C/c2cc(Br)ccc2O)n1CCCO,i,30,x,x,x,u,-1.3%[50 µM],4.3%,x,x
O=C(O)c1cc(S(=O)(=O)N2CCOCC2)ccc1N1CCOCC1,i,13,-1%,2%,0%,0.4%,1.3%,3.2%,1.1,-9%
O=C(COC(=O)/C=C/c1ccc(Cl)cc1)Nc1ccccc1,i,16,-5%,-4%,1%,0.3%,1.1%,-1.2%,1.1,0%
CCc1ccccc1NC(=O)CC1S/C(=N\c2nccs2)N(CC)C1=O (stereo not drawn),i,21,2%,0%,4%,-0.8%,0.8%,-1.3%,1.2,4%
Cc1ccc2sc(N(CCCN(C)C)C(=O)c3ccc(Br)s3)nc2c1C,i,28,-13%,-4%,8%,-1.1%,-0.5%,9.5%,1,-10%
CC(C)Oc1ccc(C(=O)Nc2ccc(N3CCCCC3)cc2)cc1,i,41,2%,6%,6%,-0.6%,2.3%,2.2%,1.1,2%
COC(=O)c1ccc(-c2nc(O)c3cnccn23)cc1,i,52,-14%,16%,7%,-0.1%,0.5%,0.5%,1,-20%
CC(C)C(=O)Nc1cccc(NC(=O)c2cc3ccccc3o2)c1,i,13,10%,-11%,1%,-0.7%,5.5%,2.8%,1.1,4%
COc1ccc(C2CC2C(C)=O)cc1 (stereo not drawn),i,30,-14%,-8%,4%,-0.4%,-0.3%,0.4%,1.1,-2%
NC(=O)CC(NC(=O)c1ccccc1)c1ccc(NCC2CC2)c([N+](=O)[O-])c1 (stereo not drawn),i,15,x,0%,9%,0.0%,-5.9%,1.3%,x,x
Cc1cc(C)c2cc3c(N)c(C(=O)N4CCOCC4)sc3nc2c1,i,30,-39%,-1%,13%,-0.2%,-1.0%,-1.8%,1.1,-77%

# Limited to P. falciparum M1AAP, PMI inhibitors and TNAP activators, for two of the compounds above:
SMILES	P. falciparum M1AAP	PMI inhibitors	TNAP activators
CCc1ccccc1NC(=O)CC1S/C(=N\c2nccs2)N(CC)C1=O (stereo not drawn)	4%	2%	1.2
COc1ccc(C2CC2C(C)=O)cc1 (stereo not drawn)	4%	-14%	1.1

# Additional compounds.
SMILES,T cell modulator,T cell modulator vesicle-bound %,PMI inhibitors,P. falciparum M17LAP,P. falciparum M1AAP,West Nile virus CPE,UTI89 phage lysis,RSV CPE inhibition,TNAP activators,human PMI inhibitors
CCOC(=O)c1sc(NC(=O)c2ccccc2OC)nc1C,i,38,5%,0%,3%,-0.2%,-0.1%,2.7%,1,2%
COc1ccc(C)cc1NC(=O)CSc1nnc(COc2ccccc2)n1Cc1ccco1,i,42,10%,4%,6%,x,-0.6%,1.4%,1,1%
C=CCn1c(SCC(=O)c2cccs2)nc2sc(C)c(C)c2c1=O,i,35,-2%,1%,4%,-0.5%,3.6%,6.0%,1.1,-3%
c1cc2c(c(NCc3ccncc3)c1)CCCC2,i,40,6%,5%,4%,x,7.3%,9.7%,1.1,1%
Cc1ccc(C(=O)NNC(=O)C2CCN(Cc3ccccc3)CC2)cc1,i,23,6%,-3%,-2%,-0.3%,0.2%,-0.1%,1.2,6%
Cn1cccc1C(C#N)c1cccc(F)c1C#N (stereo not drawn),i,50,-2%,1%,8%,-0.6%,2.4%,11%,1,-2%
O=C(Nc1ccccc1C(F)(F)F)NC1CCCCC1,i,36,2%,-6%,-2%,-0.5%,7.9%,0.3%,1.2,24%
CC(CN1CCCC1)OC(=O)c1ccc(Cl)cc1Cl (stereo not drawn),i,59,x,x,x,-0.4%,0.2%,1.1%,x,x
Cc1c(/C=C(\C#N)C(=O)NCc2ccccc2)cc(C#N)n1C,i,48,x,x,x,-0.3%,0.3%,0.7%,x,x
O=[N+]([O-])c1cc(Cl)ccc1N1CCCCC1,i,48,13%,-7%,10%,0.6%,0.6%,2.0%,1,11%
CC(C)COc1ccc(C(=O)N/N=C/c2ccoc2)cc1,i,72,x,x,x,-0.9%,0.1%,2.3%,x,x
Cc1ccccc1-c1nnc(SCC(=O)Nc2c(C)n(C)n(-c3ccccc3)c2=O)o1,i,36,x,x,x,-0.7%,0.1%,0.5%,x,x
CCOC(=O)c1ccsc1NC(=O)c1ccco1,i,20,x,x,x,-0.2%,-0.1%,0.9%,x,x
CCOC(=O)C1=NOC2C(=O)N(c3ccc(Cl)cc3Cl)C(=O)C12 (stereo not drawn),i,54,-5%,29%,6%,0.4%,-0.7%,1.5%,1.1,3%
C=C(C)[C@@H]1CC=C(CN2CCN(Cc3ccccc3)CC2)CC1,i,18,x,x,x,-0.1%,0.3%,-1.0%,x,x
O=C(NCCCCCCOC1=NS(=O)(=O)c2ccccc21)C(=O)Nc1ccccc1,i,56,-1%,9%,-4%,-0.2%,0.5%,-0.3%,1,-1%
CC(=O)Nc1ccc(C(=O)OC2CCCCC2=O)cc1 (stereo not drawn),i,40,-7%,-3%,-2%,0.2%,0.4%,1.4%,1.2,0%
Cn1c(CNC(=O)c2ccccc2F)nnc1SCC(=O)N1CCN(c2ccccc2)CC1,i,47,1%,-3%,-1%,0.2%,-1.2%,1.1%,1.1,-2%
O=c1[nH]c(=S)[nH]cc1S(=O)(=O)c1cccc(Cl)c1,i,21,x,x,x,0.5%,0.0%[50 µM],2.9%,x,x
CC1CN(Cc2c(O)ccc3c(=O)c(-c4ccccc4Cl)coc23)CC(C)O1 (stereo not drawn),i,63,x,x,x,0.3%,0.2%,13%,x,x
C=CCn1c(-c2csc(-c3ccc(Cl)cc3)n2)n[nH]c1=S,i,59,-3%,2%,3%,0.2%,0.1%,1.9%,0.7,-8%
Cc1cc(C)cc(NC(=O)c2ccc(CSc3nnc(C)s3)cc2)c1,i,53,6%,3%,-4%,0.0%,1.1%,7.5%,1,10%
NC(=O)N=Nc1c(O)[nH]c2ccc([N+](=O)[O-])cc12,i,12,x,9%,5%,0.1%,-0.1%,0.5%,x,x
NS(=O)(=O)c1cnccc1Nc1ccc(Cl)cc1,i,40,6%,2%,-1%,0.3%,-0.6%,1.1%,0.1,4%
O=C1CCN(CCc2ccccc2)CCN1CCOc1ccccc1,i,32,x,x,x,1.2%,0.9%,0.3%,x,x
O=C(O)Cc1c[nH]c2ccc(O)cc12,i,22,x,x,x,0.0%,4.6%,-2.3%,x,x
COc1cc(OC)cc(-c2n[nH]c(=S)n2-c2cc(OC)ccc2OC)c1,i,39,16%,-23%,1%,-0.2%,-0.2%,-1.3%,1.1,10%
COc1ccc(/C=N/NC(=O)c2cccnc2)cc1COc1ccc([N+](=O)[O-])cc1,i,48,x,1%,0%,0.2%,-1.0%,2.4%,x,x
CC(C)(CS(=O)(=O)[O-])NC(=O)CC[N+](C)(C)CCO,i,42,-3%,-11%,17%,0.3%,0.5%,9.2%,1.1,0%
